# H9c2 TAG inh: inhibitors of triacylglycerol accumulation. H9c2 cells, Nile Red lipid (TAG) fluorescence; cells loaded with 200 µM oleic acid. inhibition, % at 12.5 µM. 0.66% of 230,000 active;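 active means pattern-corrected inhibition of lipid staining of at least 50% with the nuclear-stain viability signal not falling by more than 50%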;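 further: 0% = DMSO wells and 100% = triacsin C control wells; some results filed as inactive read as strong as hits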
# H9c2 TAG inh DAPI viability: recorded beside H9c2 TAG inh, whose call it bears; DAPI nuclei signal change (viability), lower = more cytotoxic, %;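 whole-well DAPI fluorescence read on a plate reader as a viability signal; minus 50 percent equals half of cells still viable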
# An asterisk follows results filed as active. A portion of the library. The share of hits here may be higher or lower than overall.
# Fields: H9c2 TAG inh	H9c2 TAG inh DAPI viability
Oc1ccc(C[C@H]2CNC(=S)N2CC2CCCN2C[C@H](Cc2ccccc2)N2C[C@H](Cc3ccc(O)cc3)N(CC3CCCCCC3)C2=S)cc1 (some centres not stated)
 : 75	-74
CC1CN(C(=O)COC(=O)c2ccc3ccccc3c2)CC(C)O1 (configuration not stated)
 : 22	-2
CN(Cc1ccccc1)C(=O)COC(=O)CCC(=O)c1ccc(Cl)cc1
 : -6	6
CCOC(=O)CCNCc1ccc(OC)c(OC)c1
 : 6	-3
N#Cc1ccccc1NC(=O)COC(=O)CN1C(=O)C2CCCCC2C1=O (configuration not stated)
 : 0	-6
CCOC(=O)C1(Cc2ccc(Cl)cc2)CCN(Cc2cnc(N)nc2)CC1
 : -7	10
N#Cc1nnn(-c2ccc(Cl)cc2)c1N
 : 4	8
COCCN1C(=O)N[C@@H](c2ccccc2)[C@@H](C(=O)OC)[C@H]1C
 : 11	-2
Cc1cccc(OCc2nnc(SCC(=O)OC3CCCCC3)o2)c1
 : -3	1
CCOC(=O)N1CCC2CC1c1cc(Cl)ccc12 (configuration not stated)
 : -10	3
CC(C)(O)C#Cc1ccc(CN2CCN(Cc3ccccc3)C(CCO)C2)s1 (configuration not stated)
 : 7	10
O=C(N/N=C/c1ccc(-c2cccc([N+](=O)[O-])c2)o1)c1ccc([N+](=O)[O-])cc1
 : 9	-1
O=C(c1ccc2c(c1)OCO2)N1CCC(Cc2ccccc2)CC1
 : -5	-2
COc1ccc(COCC(O)CN2CCC(C(N)=O)CC2)cc1 (configuration not stated)
 : 6	-6
COc1ccc(N(C)S(=O)(=O)c2cccc(C(=O)N3CCN(Cc4ccc5c(c4)OCO5)CC3)c2)cc1
 : -23	3
C[C@@H]1CN([C@H](C)CO)C(=O)c2cccc(NC(=O)Nc3ccc(F)cc3)c2O[C@H]1CN(C)C(=O)Nc1ccc(C(F)(F)F)cc1
 : 38	2
Cc1ccccc1NC(=O)NNC(=O)c1ccc2ccccc2c1
 : 0	7
Cc1ccc2nc(NC(=O)CSCc3ccccc3)sc2c1
 : -30	15
CCN1CCN(Cc2ccc(NC(=O)c3ccc(C)c(NC(=O)c4ccnnc4)c3)cc2C(F)(F)F)CC1
 : -7	-8
CCc1nc2c(OCc3ccc(C(F)(F)F)cc3)cccn2c1N(C)C(=O)C(C)C
 : -4	-11
Cn1cc(CN2CCC(n3nccc3NC(=O)Cc3ccccc3)CC2)cn1
 : 7	2
c1cncc(-c2nn[nH]n2)c1
 : 6	14
COc1cc(/C=C2\SC(=Nc3cccnc3)NC2=O)cc(OC)c1OC
 : -1	-7
CSC[C@H]1CN(c2ccccc2)C(=O)[C@@H]1CC(=O)Nc1ccc(Br)cc1
 : 2	-7
COc1cc(OC)cc(C(=O)NNC(=O)Cc2cccs2)c1
 : 13	3
COC(=O)[C@H](Cc1ccc(O)cc1)NC(=O)Cn1ccc(NC(=O)OCc2ccccc2)nc1=O
 : 2	7
CC(=O)c1ccc(Sc2ccccc2N)c([N+](=O)[O-])c1
 : 2	9
OC(CN1CCc2ccccc2C1)c1ccccc1 (configuration not stated)
 : 9	4
CCN1C(=O)[C@H]2[C@@H](c3ccc(-c4ccc(OC)cc4)c(OC)c3)N[C@@](C)(C(=O)OC)[C@H]2C1=O
 : -2	29
CCOc1ccc(CNCc2ccccc2Cl)cc1
 : -3	4

# Additional structures follow.
# Fields: H9c2 TAG inh	H9c2 TAG inh DAPI viability
O=C(c1cn(-c2ccccc2)nc1-c1cccnc1)N1CCCC(C(F)(F)F)C1 (configuration not stated)
 : 9	-6
CC(C)Cc1nc(N2CCN(C(=O)c3ccco3)CC2)c(C#N)c2c1CCC2
 : -19	0
CCCCCc1ccc(S(=O)(=O)Nc2cc(C)ccn2)cc1
 : -8	0
COCC1CCN(C(=O)c2ccc3oc(CCCc4ccccc4)nc3c2)C1 (configuration not stated)
 : 13	0
CN(C(=O)C(C)(C)C)[C@H]1C[C@H]2c3[nH]c4ccccc4c3CCN2C(=O)[C@H]1CO
 : 10	18
C[C@H](NC(=O)Cc1cccc2ccccc12)C(=O)N1CCOCC1
 : -4	0
CC(C)(C)OC(=O)CNC(=O)c1nc[nH]c1C(=O)N1CCNCC1
 : -25	-2
Cc1sc2nc(CN3CCOCC3)[nH]c(=S)c2c1C
 : 9	0
Cc1cc(C)c2cc(C#N)c(NCCCNC(=O)c3ccncc3)nc2c1
 : 9	4
Cc1oc(C(C)(C)C)cc1C(=O)N1CCN(c2ncccc2C(F)(F)F)CC1
 : -16	7
CCOc1ccc(NC(=O)CSc2nnc(C)n2C2CC2)cc1S(=O)(=O)N1CCCC1
 : -15	5
O=C1c2ccccc2C(=O)c2c1cccc2N(CCO)CCO
 : 19	10
O=c1oc2ccccc2cc1-c1nc2c(s1)CCc1ccccc1-2
 : 5	63
C=CCN(CC=C)S(=O)(=O)c1ccc(NC(=S)NC(=O)c2ccc(-c3ccccc3)cc2)cc1
 : 9	3
COc1ccc(S(=O)(=O)N2CCOCC2)cc1NC(=O)c1cc2ccccc2o1
 : 7	-2
CC(=O)N/C(=C\c1ccc(F)cc1)C(=O)N(C)C
 : 5	-8
O=C(COC(=O)COc1ccc(Cl)cc1)Nc1ccc2c(c1)OCCO2
 : 6	7
O=C(Nc1cccc(F)c1)N1C2CCC1CC(O)(c1cccnc1)C2 (configuration not stated)
 : 5	-1
CC1=C(C(=O)Nc2ccccc2)C(c2ccccn2)n2nc(CCCO)nc2N1 (configuration not stated)
 : 8	-25
CN(C(=O)COc1ccc(Oc2ccccc2)cc1)C1CCS(=O)(=O)C1 (configuration not stated)
 : -3	1
COc1ccccc1N1CC(C(=O)OCc2nc(N)nc(Nc3ccccc3)n2)CC1=O (configuration not stated)
 : 0	-9
Cc1ccc(CNC(=O)CCCN2C(=S)NC(C)(C)CC2C)cc1 (configuration not stated)
 : -6	-2
Cc1cc(NC(=S)N(CCN2CCCCC2)Cc2ccco2)ccc1Cl
 : 3	17
CCCCn1c(N)c(N(CC)C(=O)C2COc3ccccc3O2)c(=O)[nH]c1=O (configuration not stated)
 : -4	4
CC(=O)c1ccc(OCc2cc(C(=O)NCCn3nc(C)cc3C)no2)cc1
 : -22	1
COc1ccc(C(C)C)cc1S(=O)(=O)n1ccnc1C
 : 1	-7
O=C(NC(c1ccccc1)c1ccccc1)c1ccccc1
 : 9	1
COc1ccccc1C=NNc1ccc([N+](=O)[O-])cn1
 : -15	12
CCCC(c1nnnn1Cc1ccco1)N1CCC(C(N)=O)CC1 (configuration not stated)
 : -4	0
Cc1cccc(/C=c2\s/c(=C\C(=O)C(C)(C)C)[nH]c2=O)c1
 : 26	-5

# Structural class: the compounds so far with an NH in an aromatic ring (six)
# Fields: H9c2 TAG inh	H9c2 TAG inh DAPI viability
c1cncc(-c2nn[nH]n2)c1
 : 6	14
CN(C(=O)C(C)(C)C)[C@H]1C[C@H]2c3[nH]c4ccccc4c3CCN2C(=O)[C@H]1CO
 : 10	18
CC(C)(C)OC(=O)CNC(=O)c1nc[nH]c1C(=O)N1CCNCC1
 : -25	-2
Cc1sc2nc(CN3CCOCC3)[nH]c(=S)c2c1C
 : 9	0
CCCCn1c(N)c(N(CC)C(=O)C2COc3ccccc3O2)c(=O)[nH]c1=O (configuration not stated)
 : -4	4
Cc1cccc(/C=c2\s/c(=C\C(=O)C(C)(C)C)[nH]c2=O)c1
 : 26	-5

# Continued:
# Fields: H9c2 TAG inh	H9c2 TAG inh DAPI viability
Cc1cccc(C)c1NC(=O)NNC(=O)c1cc(C(C)(C)C)nn1Cc1ccccc1
 : 5	-3
CSc1ccc(S(=O)(=O)N2CCC(C(=O)NCCCn3ccnc3)CC2)cc1
 : -11	2
COC(=O)c1cc(NC(=O)COC(=O)CCc2c[nH]c3ccccc23)cc(C(=O)OC)c1
 : -6	4
COc1ccc(-c2nn(-c3ccccc3)cc2/C=C/C(=O)O)cc1[N+](=O)[O-]
 : 2	0
COc1ccc(Oc2nc(C)nc3c2oc2ccccc23)cc1
 : -30	8
CC(Oc1cccc2cccnc12)C(=O)N/N=C/c1ccccc1 (configuration not stated)
 : 10	-16
O=C(CCNC(=O)c1ccc([N+](=O)[O-])cc1)Nc1cccc(S(=O)(=O)N2CCCCC2)c1
 : -9	-3
CCc1nc(SCC(=O)NCc2ccco2)c2c3c(sc2n1)CCCC3
 : 38	1
CN(C)S(=O)(=O)N1CCc2ccc(NC(=O)c3ccc(C(F)(F)F)cc3)cc2C1
 : -18	1
COc1ccc(C(=O)N/C(=C\c2ccc(-c3cccc([N+](=O)[O-])c3)o2)C(=O)NCCCN2CCOCC2)cc1
 : -4	8
O=C(CSCC(=O)N1CCCCC1)Nc1nc(-c2ccc(Cl)s2)cs1
 : 26	-8
CCOC(=O)CNC(=O)c1cccnc1
 : 10	-4
Cc1csc(NC(=O)c2ccccc2[N+](=O)[O-])n1
 : -13	10
CCC1=NN(C(=O)Cc2ccccc2)C(O)(c2ccncc2)C1 (configuration not stated)
 : -6	-5
O=C(Nc1cc(S(=O)(=O)N2CCOCC2)ccc1N1CCCC1)c1ccc(F)cc1
 : 8	-6
CN(C)c1ncnc2c1ncn2[C@H]1CN(Cc2ccccc2)C[C@@H](CO)O1
 : 5	-5
O=C(NCc1ccccc1)c1onc(CS(=O)(=O)c2ccc(Cl)cc2)c1C(=O)NCc1ccccc1
 : 13	5
COc1ccc(/C(O)=C2/C(=O)C(=O)N(c3nc(C)c(C)s3)C2c2ccco2)cc1 (configuration not stated)
 : 5	-8
OC(c1ccccc1)(c1ccccc1)c1nccn1-c1ccccc1
 : -5	1
CCCC(=O)Nc1sc2c(c1C(=O)OC)C(C(=O)OC)CC2 (configuration not stated)
 : -33	4
O=C(CSc1nnc(Cn2nnc(-c3ccccc3)n2)n1-c1ccccc1)Nc1ccc(F)cc1
 : 10	2
Nc1ccc(N2CCN(c3ccc(F)cc3)CC2)cc1
 : 11	-7
Cc1ccc(OCCN2CCC2(C)C(=O)Nc2ccc3c(c2)OCO3)cc1 (configuration not stated)
 : 8	-6
CC(C)NC(=O)c1cc2cc(Br)ccc2oc1=O
 : -10	-3
COc1ccc(C2=NN(Cc3ccccc3)C3C(=O)NC(=O)C23)cc1 (configuration not stated)
 : 11	-7
O=C(Nc1ccc(F)cc1)/C(=C1/CCCCCN1)[N+](=O)[O-]
 : -21	-5
Cc1nc(Nc2cccc(C(F)(F)F)c2)nc2c1C(=O)CC(C)C2 (configuration not stated)
 : 8	7
CCCCN(C(=O)c1ccc2c(c1)S(=O)(=O)N=C1CCCCCN12)c1c(N)n(CCCC)c(=O)[nH]c1=O
 : -6	1
C=CCC1c2cccc(C(=O)O)c2C(=O)N1c1ccc(Cl)cc1 (configuration not stated)
 : -20	5
O=C(c1ccc(C(F)(F)F)cc1)N1CCN(S(=O)(=O)c2ccc3c(c2)OCCCO3)CC1
 : -18	4

# Other results follow.
# Fields: H9c2 TAG inh	H9c2 TAG inh DAPI viability
COc1ccc(S(=O)(=O)N2CCC(C(=O)Oc3c(OC)cccc3OC)CC2)cc1OC
 : -16	6
COc1ccc(-n2c(Cc3cccn3C)nnc2SCC(=O)Nc2ccccc2)cc1
 : 15	-4
NC(=O)N/N=C/c1sc(=O)n(-c2ccccc2)c1Cl
 : 6	0
COc1ccc(OC)c(-n2c(O)cnc2Nc2nc(C)cc(C)n2)c1
 : 12	-11
Cc1nc2cc(Oc3nc(NCCN(C)C)nc4ccsc34)ccc2s1
 : 3	28
CCOc1ccc(Nc2ccc(N)c(S(=O)(=O)O)c2)cc1
 : 1	9
Cc1ccc(NC(=O)CN2CCN(c3ccccn3)CC2)c(Cl)c1
 : -38	6
CN1CCN2c3ncccc3Cc3ccccc3C2C1 (configuration not stated)
 : 8	-1
CC(=O)c1cccc(NC(=O)C2(C)Cc3c(-c4cccc(C(N)=O)c4)ccnc3O2)c1 (configuration not stated)
 : 7	-1
O=C(NC1CCCCC1)N1CCN(Cc2ccco2)CC1
 : -8	8
C=C(C)COc1ccc(-c2ncncc2Oc2ccc(OC)cc2)c(O)c1
 : 0	6
COc1ccc(/C=C(/NC(=O)c2cccs2)C(=O)NCc2ccco2)cc1OC
 : -5	12
COc1cc(/C=C(\C#N)c2ccccn2)cc(OC)c1O
 : 7	-6
O=C(CCl)Nc1ccc2c(c1)OCO2
 : 1	5
O=C1CCC(N2C(=O)c3ccccc3C2=O)C(=O)N1 (configuration not stated)
 : 6	-3
Nc1ncnc(NCc2ccc(F)cc2)c1[N+](=O)[O-]
 : 19	-17
CC(=O)NCC(=O)NC1(C(=O)NC2CCCC2)CCCCC1
 : -2	1
Cc1[nH]c(=O)[nH]c(=O)c1Cc1cccc2ccccc12
 : 2	-2
O=[N+]([O-])c1cc(S(=O)(=O)Nc2ccc(Cl)cc2)ccc1N/N=C/c1ccncc1
 : -4	7
O=C1CC(Sc2ncccn2)C(=O)N1c1ccccc1C(F)(F)F (configuration not stated)
 : 3	-5
CCN(C(=O)c1cnc(N2CCN(c3ncccn3)CC2)c2ccccc12)c1cccc(Cl)c1
 : -19	9
CC(C)NC(=O)c1ccc(COCC(F)(F)F)cc1
 : -1	2
CCSc1nnc2c(n1)OC1(CCCC1)Nc1ccccc1-2
 : 0	-9
Cc1noc(C)c1S(=O)(=O)NCCc1ccc(S(N)(=O)=O)cc1
 : -38	-2
CC(C)CCNC(=O)c1onc(CSc2ccccc2)c1C(=O)NCCC(C)C
 : 6	-3
O=S(=O)(c1ccc(F)cc1)N1CCN(CCOc2ccccc2)CC1
 : 3	-9
Nc1nc(=O)n(C2CCCO2)cc1Br (configuration not stated)
 : 8	9
CN1CCN(c2ccc(NC(=O)c3ccc(C#N)cc3F)cc2Cl)CC1
 : -10	-12
Cc1ccc(-c2nnc(-c3ccc(Br)cc3)o2)o1
 : -8	12
c1ccc(COc2cccc(-c3cc4nc(NCc5ccc6c(c5)OCO6)ccn4n3)c2)cc1
 : 1	7
CCOc1ccccc1C1CC(=O)NC(SCC(=O)Nc2nccs2)=C1C#N (configuration not stated)
 : 2	17
COc1ccc(C2C(C#N)=C(SC)NC3=C2C(=O)CC(C)(C)C3)cc1 (configuration not stated)
 : -22	5
